CHO parental Ca: counter-screen for OX1R antagonists: effect in parental CHO cells. parental CHO-K1, ATP-induced calcium, Fluo-8 fluorescence. inhibition, % at 5.6 µM. 330,000 compounds, 0.63% hits;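 active means inhibition above that plate's mean sample inhibition plus 3 SD, cut at about 26% in these data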;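 further: 0% = ATP-challenged DMSO wells and 100% = DMSO wells without ATP; some compounds past the cut are filed as inactive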
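material = parental CHO cells | also added = ATP as calcium-mobilizing challenge | dosing = single point at 5.6 µM | detection = intracellular calcium via Fluo-8 no-wash fluorescent dye | read-out = % inhibition | benchmarks = low control ATP plus DMSO, high control DMSO only | repeats = one well per compound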
M1 ag: human M1 muscarinic receptor agonism; P11229; CHO-K1 hM1, Fluo-8 calcium fluorescence, agonist mode; 0% DMSO, 100% acetylcholine EC100; activation, % at 3 µM; 360,000 compounds, 0.33% hits; AID 588814;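 active means activation above the run's mean compound activation plus 3 SD, cut at about 16% in these data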;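 further: peak over basal fluorescence ratio within a 140 s kinetic read after compound addition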
OXTR potentiate: potentiates the human oxytocin receptor response; P30559; CHO-OTR cells, Fluo-8 calcium fluorescence, potentiator mode; 0% = oxytocin EC15, 100% = EC100; activation, % at 3 µM; 320,000 compounds, 0.061% hits; AID 2445;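 active means activation above that plate's cutoff, the mean activation of tested compounds plus 3 SD, cut at about 6.6% in these data, passing the limit was not always enough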;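 further: 100% uses oxytocin at 75 nM as the full agonist control; some results filed as inactive read as strong as hits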
Target sequence (P30559 whole entry, looked up): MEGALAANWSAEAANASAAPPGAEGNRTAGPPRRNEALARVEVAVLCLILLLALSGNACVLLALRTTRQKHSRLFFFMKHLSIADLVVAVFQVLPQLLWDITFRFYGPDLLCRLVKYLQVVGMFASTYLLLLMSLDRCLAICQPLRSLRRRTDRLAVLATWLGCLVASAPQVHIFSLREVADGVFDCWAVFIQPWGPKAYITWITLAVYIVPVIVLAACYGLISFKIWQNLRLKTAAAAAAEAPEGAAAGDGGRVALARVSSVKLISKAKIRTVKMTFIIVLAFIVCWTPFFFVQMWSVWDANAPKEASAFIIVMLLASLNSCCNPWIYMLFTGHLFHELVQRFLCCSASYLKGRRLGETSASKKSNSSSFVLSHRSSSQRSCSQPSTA
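System: human OTR in CHO cells / Also added: sub-maximal oxytocin, roughly EC15 / Control set: EC15 oxytocin low, 75 nM oxytocin high / Schedule: 6 min compound pre-incubation at room temperature, 100 s kinetic read / Compound: single-point 3.0 µM / Replication: singlicate / Technique: Fluo-8 calcium dye fluorescence / Read-out basis: % activation of max/min ratio relative to oxytocin controls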
CHO-K1 Ca antag: counter-screen for M1 antagonists: effect in parental CHO-K1 cells; ATP-induced calcium, Fluo-8 fluorescence; inhibition, % at 3 µM; 360,000 compounds, 0.6% hits; AID 602250;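 active means inhibition above a per-plate cutoff, the plate's mean sample inhibition plus 3 SD, cut at about 24% in these data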;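 further: 0% = DMSO plus EC80 ATP and 100% = DMSO alone without ATP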
TAAR1 antagonist: antagonists of human TAAR1. Q96RJ0. CHO RD-HGA16 TAAR1, Fluo-8 calcium fluorescence, antagonist. inhibition, % at 3 µM. 360,000 compounds, 1.5% hits;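 active means inhibition above a per-plate cutoff, the mean inhibition of test compounds on that plate plus 3 SD, cut at about 49% in these data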;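 further: 0% = DMSO plus EC80 beta-PEA response and 100% = DMSO alone without agonist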
Target sequence (Q96RJ0 whole entry, looked up): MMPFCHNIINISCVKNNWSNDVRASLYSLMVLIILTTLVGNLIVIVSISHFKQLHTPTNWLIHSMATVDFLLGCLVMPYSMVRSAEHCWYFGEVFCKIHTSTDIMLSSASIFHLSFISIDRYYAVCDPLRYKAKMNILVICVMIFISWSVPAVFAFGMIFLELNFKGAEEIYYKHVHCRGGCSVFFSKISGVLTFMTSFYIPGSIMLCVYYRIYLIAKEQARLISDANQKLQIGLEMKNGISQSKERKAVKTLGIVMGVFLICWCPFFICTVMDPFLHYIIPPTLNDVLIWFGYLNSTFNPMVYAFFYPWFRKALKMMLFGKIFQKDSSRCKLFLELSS
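Material: CHO RD-HGA16 cells bearing hTAAR1; compound dosing: one-point dosing, 3 µM nominal final; schedule: dye loading 75 min at 37 °C, then 30 min room temperature; measured by: calcium fluorescence with Fluo-8; control set: vehicle and agonist controls; replication: n of 1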
M1 PAM parental: M1 PAM counterscreen hit in parental CHO-K1 cells | AID 602247 | 360,000 compounds, 0.02% hits | ATP EC20, Fluo-8 calcium fluorescence; 0% at ATP EC20, 100% at ATP max | activation, % at 3 µM;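 active means activation above the run cutoff, the mean activation of all test compounds plus 3 SD, cut at about 40% in these data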;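 further: peak over basal fluorescence ratio in a 140 s read after ATP addition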
M1 ag parental: M1 agonist counterscreen hit in parental CHO-K1 cells | Fluo-8 calcium fluorescence; scaled to maximal ATP response, vehicle zero | activation, % at 3 µM | 360,000 compounds, 0.48% hits; in the data active means activation above about 15%;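 further: untransfected CHO-K1 host cells lacking M1 receptor as counterscreen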
TAAR1 ag: agonists of human TAAR1. 360,000 compounds, 0.99% hits. Q96RJ0. activation, % at 3 µM. AID 624467. CHO RD-HGA16 TAAR1, Fluo-8 calcium fluorescence; vehicle wells 0%, saturating PEA agonist 100%;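 active means activation above the mean activation of all test compounds in the run plus 3 SD, cut at about 38% in these data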
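Test system: RD-HGA16 (CHO) cells co-expressing Gα16 and hTAAR1 | Doses: Single dose, 3 µM | Schedule: 17-24 h seeding, 75 min 37 °C dye, 30 min RT | Evaluation: % activation from peak over basal fluorescence ratio, DMSO-to-PEA scaled | Technique: Kinetic Fluo-8 calcium fluorescence | Benchmarks: Low control DMSO, high control PEA (EC100)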
CHRM1 antagonist: blocks human M1 muscarinic receptor; CHO-K1 hM1, Fluo-8 calcium fluorescence, ACh EC80 antagonist; inhibition, % at 3 µM; 360,000 compounds, 1.3% hits;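 active means percent inhibition above its own plate's cutoff, namely the mean of that plate's compound wells plus 3 SD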;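 further: peak over basal fluorescence ratio during 140 s after agonist addition; 0% = ACh EC80 plus DMSO and 100% = DMSO alone without agonist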
An asterisk follows results filed as active; . = no result given.

SMILES | CHO parental Ca | M1 ag | OXTR potentiate | CHO-K1 Ca antag | TAAR1 antagonist | M1 PAM parental | M1 ag parental | TAAR1 ag | CHRM1 antagonist
Cc1ccc2nc(NC(=O)C3CC(=O)N(Cc4ccco4)C3)sc2c1 (stereo not given) | -3 | -4 | -3 | -3 | -4 | 21 | 0.7 | 2 | -5
O=C(O)c1ccc2nnn(O)c2c1 | -14 | -2 | -5 | -13 | -7 | 13 | 0.3 | 0 | -16
Cn1c(C(=O)Nc2ccc3c(c2)OCCO3)cc2sccc21 | -13 | -6 | -6 | -9 | 3 | 0 | 0.8 | 8 | -5
NC(=O)CN1C(=O)NC(c2ccccc2)(c2ccccc2)C1=O | -4 | -5 | -8 | -17 | 1 | -3 | 0.8 | -2 | -14
CCc1c(C)sc(NC(=O)Cc2ccccc2C)c1C(=O)N1CCOCC1 | -22 | -4 | 1 | 13 | -18 | -11 | -0.6 | 4 | 7
Nc1ccc(-c2nc3ccc([N+](=O)[O-])cc3[nH]2)cc1 | -3 | -4 | 0 | -8 | 3 | 9 | -0.1 | 1 | -18
O=C(NCC(=O)N1CCCC(C(F)(F)F)C1)c1cccs1 (stereo not given) | . | -1 | . | 6 | -13 | 6 | 1.2 | 3 | -7
COc1cccc(CNc2ccc(F)c(Cl)c2)c1OC | -23 | -7 | -6 | -14 | 18 | -2 | 1.5 | 6 | -1
COc1cc(/C=C/C(=O)OCC(=O)N2CCCCCC2)ccc1OCC#N | -18 | -1 | -19 | -10 | 4 | 7 | 0.0 | 0 | -5
COc1ccc(C(=O)N=C2SC3CS(=O)(=O)CC3N2c2ccc(C(C)=O)cc2)cc1 (stereo not given) | -1 | -1 | 0 | -11 | 1 | -1 | 0.6 | 2 | -9
Cc1ccc(S(=O)(=O)NCCc2ccncc2)cc1 | -1 | -2 | -2 | -2 | 6 | 9 | 0.2 | 3 | -8
CCC(CC)C(=O)N(C)c1c(C)nc2c(OCC(=O)C(C)(C)C)cccn12 | . | -5 | . | -6 | 10 | 12 | 0.6 | 1 | -5
C#CCOCCOCCOCCNc1nc(N2CCN(C(=O)[C@H](CCCCN)n3cc(CCC(=O)O)nn3)CC2)nc(N2CCN(C(=O)[C@H](Cc3ccc(O)cc3)n3cc(CCO)nn3)CC2)n1 | . | -3 | . | 7 | 0 | -23 | -0.1 | 2 | 19
COc1cccc(C(=O)NNC(=O)C2CC(C)=C(C)CC2C(=O)O)c1 (stereo not given) | -11 | -4 | -8 | -4 | 14 | 15 | 0.3 | 7 | -15
Cc1c(Cl)cccc1NC(=S)N1CCc2ccccc2C1 | -7 | -8 | -13 | -5 | 43 | 21 | 1.2 | 74* | 0
COc1cccc(/C=N/NC(=O)CC2C(=O)NN=C2C)c1O (stereo not given) | 2 | -5 | 5 | 8 | 9 | 5 | 0.2 | 10 | -2
Cc1cc(C)c(NC(=O)COC(=O)C2=COCCO2)c(C)c1 | . | -2 | . | -4 | -7 | -1 | -0.1 | 3 | 1
Cc1ccc(C)c(N(CC(=O)Nc2ccc(-c3nc4ccc(C)cc4s3)cc2)S(C)(=O)=O)c1 | 5 | -3 | 2 | -1 | 9 | 14 | 0.1 | 2 | -1
Cc1cc(C)nc(-n2nc(C)cc2NC(=O)c2cc3ccccc3oc2=O)n1 | -18 | -3 | 1 | -9 | -18 | 9 | 0.7 | -1 | -13
COc1ccc(NC(=S)N2CCCC(c3nc4ccc(C)cc4[nH]3)C2)c(OC)c1 (stereo not given) | -19 | -5 | 2 | -5 | -4 | -7 | -0.8 | 98* | 5
COCCNC(=O)C(NC(=O)C1CCC(C)CC1)C(C)C (stereo not given) | -5 | -2 | 1 | -8 | -16 | 15 | 0.4 | 3 | 2
CC(Oc1ccc(Br)cc1Br)C(=O)Nc1cccnc1 (stereo not given) | . | 0 | . | -10 | -15 | 6 | 4.7 | 4 | -6
COCCNC(C(=O)Nc1ccc([N+](=O)[O-])cc1Br)c1ccccc1 (stereo not given) | 1 | -6 | -8 | -4 | -33 | -8 | 0.7 | 2 | -11
C=CCNC(=S)NNC(=O)C(CCC(C)C)CC(C)O (stereo not given) | -4 | -4 | -1 | -7 | -17 | 15 | 0.6 | 4 | -5
CCOC(=O)c1sc2nc(SCC(=O)N(CC)CC)n(CCCN3CCCC3=O)c(=O)c2c1C | -22 | -2 | -14 | -4 | -2 | -10 | 0.9 | 2 | 15

(continued)
SMILES | CHO parental Ca | M1 ag | OXTR potentiate | CHO-K1 Ca antag | TAAR1 antagonist | M1 PAM parental | M1 ag parental | TAAR1 ag | CHRM1 antagonist
Cc1cc(C)cc(NC(=O)COC(=O)CCc2ccc(S(=O)(=O)N3CCOCC3)cc2)c1 | 13 | -1 | -8 | -9 | 30 | 1 | 2.7 | 10 | -1
COc1ccccc1CNC(=O)C1CCN(S(=O)(=O)c2ccc(N3CCCC3=O)cc2)CC1 | -8 | -1 | -5 | 8 | 4 | 1 | 3.3 | 2 | 2
CCOC(=O)c1c(C)[nH]c(C)c1C(=O)COC(=O)c1cc(OC)c(OC)cc1OC | -8 | -3 | -5 | -5 | 11 | 19 | 0.5 | 0 | -16
O=C(COc1coc(CN2CCCc3ccccc32)cc1=O)Nc1ccccc1 | -4 | -4 | -6 | -2 | -1 | 10 | 3.1 | 0 | -6
Cc1occc1C(=O)NNC(=O)CN1C(=O)NC2(CCCCC2)C1=O | . | 1 | . | 14 | -21 | -12 | 0.0 | 2 | -3
COc1ccc2cc(CN(CC3COCCO3)S(=O)(=O)c3ccc(Cl)cc3)c(=O)[nH]c2c1 (stereo not given) | -26 | -3 | -17 | -7 | 11 | 24 | 0.5 | 18 | -27
CC(=O)Nc1ccc(N2CCN(Cc3ccccc3F)CC2)cc1 | -4 | -5 | -4 | 9 | 10 | -6 | 0.0 | 3 | -7
COc1cccc(CN2CC(C(=O)N(C)Cc3nc(C)cs3)CCC2=O)c1 (stereo not given) | . | -3 | . | -8 | -17 | 6 | 0.8 | 3 | -4
CN1CCN(C(=O)Cn2ncc3c([nH]c4ccccc43)c2=O)CC1 | 0 | -1 | -1 | -20 | -20 | 13 | -0.7 | 2 | -7
COc1cccc(OC)c1OCCCCCCN1CCN(C)CC1 | -1 | -11 | -18 | 8 | -23 | 1 | 0.0 | 4 | -17
O=C(Cc1ccccc1)Nc1nc(=O)c2ccccc2s1 | -15 | -4 | -3 | -9 | -29 | 13 | 0.3 | 2 | -5
CC(=O)C(CC(=O)N1CCCc2ccccc21)C(=O)Nc1ccc(F)cc1 (stereo not given) | 1 | -3 | -15 | -7 | 4 | 9 | 1.1 | 9 | -8
CCn1c(=O)cc(OCC(=O)Nc2ccc(C)cn2)c2ccccc21 | -15 | -6 | -5 | 0 | 15 | 4 | 1.4 | 1 | -1
Cc1c(CCOC(=O)c2cc([N+](=O)[O-])cc([N+](=O)[O-])c2)sc[n+]1CC(=O)c1ccccc1 | -23 | -6 | -4 | -14 | 15 | 10 | 0.5 | 9 | 32
Cc1ccc(C(=O)CCC(=O)OCC(=O)N2c3ccccc3NC(=O)C2(C)C)cc1 | . | -1 | . | 1 | 44 | -28 | 8.6 | 6 | 30
CC(=O)Nc1cccc(-c2ccnc3c2CC(C(=O)NCc2cccnc2)O3)c1 (stereo not given) | . | -2 | . | 4 | -41 | 10 | 0.2 | 1 | -3
CCOC(=O)c1sc(NC(=O)c2cccc(S(=O)(=O)N3CCc4ccccc43)c2)c(C#N)c1C | 1 | -2 | -9 | -12 | -3 | -20 | -0.1 | 7 | -18
CCOc1ccc(S(=O)(=O)N2CCCC(C(=O)NCc3ccco3)C2)cc1 (stereo not given) | -4 | -4 | -2 | -5 | -34 | 3 | 0.2 | 0 | -4
COc1ccc(CNC(=O)[C@H](C)NC(=O)C2CCN(S(=O)(=O)c3ccc(F)cc3)CC2)cc1 | -25 | -3 | -2 | -11 | 7 | 26 | 1.1 | 1 | -2
Cc1nc2ccc(Oc3ccccc3)cc2s1 | -8 | 0 | -8 | -18 | 12 | 22 | 0.1 | 7 | -5
CCCC(=O)Nc1ccc(S(=O)(=O)Nc2cc(C)nc(C)n2)cc1 | -6 | -4 | -3 | -12 | 0 | 17 | 0.4 | 0 | -10
COc1ccc(CNC(=O)c2ccc(Cl)c(S(=O)(=O)N3CCCCCC3)c2)cc1 | . | -5 | . | -12 | -12 | 25 | 3.7 | -1 | -13
CCOc1ccc(NC(=O)c2cccc3c2C(=O)N(Cc2cccnc2)C3)cc1 | -5 | -4 | -15 | 14 | -3 | -1 | 0.2 | 0 | 13
CCc1ccc(N(C(=O)c2snc(C(N)=O)c2N)C(C(=O)NC2CCCC2)c2ccco2)cc1 (stereo not given) | -19 | 1 | 1 | -12 | 45 | 6 | 1.4 | 12 | 19
Cc1ccc(SCC(=O)Nc2cc(S(=O)(=O)N3CCCCC3)ccc2C)cc1 | -14 | -3 | -9 | -17 | 9 | -13 | -0.1 | 2 | -11
O=C(CSc1nnc(-c2ccc(O)cc2)n1Cc1ccco1)c1cccs1 | 1 | -2 | -4 | 5 | 9 | -4 | 0.3 | 2 | 3
Cc1ccccc1OCC(=O)Nc1ccc([N+](=O)[O-])cc1 | 5 | -2 | -13 | -7 | 28 | 9 | 5.5 | 3 | -22
Cc1ccc(C2C(C#N)=C(N)Oc3c2c(=O)n(C)c(=O)n3C)cc1 (stereo not given) | 7 | -4 | -11 | 15 | 2 | -7 | -0.4 | 2 | 6
Cc1ccc2c(c1)cc(C(=O)N[C@@H](Cc1ccccc1)C(=O)O)n2C | . | -5 | . | -3 | 1 | 9 | 0.7 | -1 | -4

Single records (already shown). Values in the order: CHO parental Ca | M1 ag | OXTR potentiate | CHO-K1 Ca antag | TAAR1 antagonist | M1 PAM parental | M1 ag parental | TAAR1 ag | CHRM1 antagonist
`CCOC(=O)c1c(C)[nH]c(C)c1C(=O)COC(=O)c1cc(OC)c(OC)cc1OC` as listed: -8 | -3 | -5 | -5 | 11 | 19 | 0.5 | 0 | -16
`COc1ccc2cc(CN(CC3COCCO3)S(=O)(=O)c3ccc(Cl)cc3)c(=O)[nH]c2c1` (stereo not given) as listed: -26 | -3 | -17 | -7 | 11 | 24 | 0.5 | 18 | -27
`CN1CCN(C(=O)Cn2ncc3c([nH]c4ccccc43)c2=O)CC1` as listed: 0 | -1 | -1 | -20 | -20 | 13 | -0.7 | 2 | -7
`Cc1ccc2c(c1)cc(C(=O)N[C@@H](Cc1ccccc1)C(=O)O)n2C` as listed: . | -5 | . | -3 | 1 | 9 | 0.7 | -1 | -4
`CCc1ccc(N(C(=O)c2snc(C(N)=O)c2N)C(C(=O)NC2CCCC2)c2ccco2)cc1` (stereo not given) as listed: -19 | 1 | 1 | -12 | 45 | 6 | 1.4 | 12 | 19

Compound activity (PubChem BioAssay)
